# PG9 Ab binder: binders of HIV-1 gp120 antibody PG9, primary screen, biochemical, TR-FRET | HIV-1 gp120 / PG9 antibody interaction | TR-FRET gp120-PG9 antibody binding | inhibition, % at 6.7 µM | 360,000 tested, 0.43% active | AID 624416, 2012; in the data active = inhibition above about 8.5%
# rCAG binder: binders of r(CAG) RNA repeats, primary screen, biochemical, fluorescence | r(CAG) RNA repeat, TO-PRO-1 dye displacement fluorescence | AID 651821, 2012 | inhibition, % at 3 µM | 370,000 tested, 1.3% active;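 active = inhibition above the plate cutoff, the mean of all test compounds on that plate plus 3 SD, cut at about 35% in these data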;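 also: 0% = DMSO alone and 100% = 100 µM mitoxantrone as full dye displacement; higher means more dye released from RNA so lower well fluorescence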
# ARFGAP1 inh: inhibitors of rat ARFGAP1 GAP activity, primary screen, biochemical, fluorescence polarization, GDP tracer. ADP-ribosylation factor GTPase-activating protein 1 (Rattus norvegicus), Q62848. Arfgap1-stimulated ARF1 GTP hydrolysis, GDP FP detection. inhibition, % at 16.5 µM. 360,000 tested, 0.26% active;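 active = inhibition above a per-plate limit, mean inhibition of low control wells plus 3 SD, cut at about 25% in these data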;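 also: 0% = DMSO wells with enzyme and 100% = wells lacking Arfgap1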
# Target sequence (Q62848 1-136 limits assumed): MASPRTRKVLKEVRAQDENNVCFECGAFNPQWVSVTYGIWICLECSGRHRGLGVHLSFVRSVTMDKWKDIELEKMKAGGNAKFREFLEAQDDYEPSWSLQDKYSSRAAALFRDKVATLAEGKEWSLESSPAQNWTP
#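 system = rat Arfgap1 catalytic domain, aa 1-136 | technique = FP, GDP Alexa 633 tracer displaced from anti-GDP antibody, 620/688 nm | compound = one concentration, 16.5 µM, DMSO 1.26% | medium = HEPES-based buffer, pH 7.5 | timing = compound-enzyme preincubation 20 min, reaction 120 min, detection 60 min, 25 °C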
# GC-B act: human GC-B receptor activators, primary screen, HEK293 GC-B cells, cGMP TR-FRET, EC30 CNP | 370,000 tested, 0.11% active | Atrial natriuretic peptide receptor 2 (Homo sapiens), P20594 | activation, % at 10 µM | 0% at EC30 CNP, 100% saturating CNP;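 active = activation at 10 µM reaching about 35% in either raw or pattern-adjusted values, limit read from the data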
# Rev-erbA mod: modulators of Rev-erb alpha DNA binding, primary screen, biochemical, FITC-DNA, fluorescence polarization, uHTS; Nuclear receptor subfamily 1 group D member 1 (Homo sapiens), P20393; Rev-erbα–FITC-DNA binding, 90 min; activity, % at 10 µM; 370,000 tested, 0.79% active;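 active = activity above about 14%, limit read from the data; passing the limit was not always enough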;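 also: 0% = DMSO wells with 35 nM protein and 100% = DMSO wells with 750 nM protein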
# Target sequence (P20393 whole entry, looked up): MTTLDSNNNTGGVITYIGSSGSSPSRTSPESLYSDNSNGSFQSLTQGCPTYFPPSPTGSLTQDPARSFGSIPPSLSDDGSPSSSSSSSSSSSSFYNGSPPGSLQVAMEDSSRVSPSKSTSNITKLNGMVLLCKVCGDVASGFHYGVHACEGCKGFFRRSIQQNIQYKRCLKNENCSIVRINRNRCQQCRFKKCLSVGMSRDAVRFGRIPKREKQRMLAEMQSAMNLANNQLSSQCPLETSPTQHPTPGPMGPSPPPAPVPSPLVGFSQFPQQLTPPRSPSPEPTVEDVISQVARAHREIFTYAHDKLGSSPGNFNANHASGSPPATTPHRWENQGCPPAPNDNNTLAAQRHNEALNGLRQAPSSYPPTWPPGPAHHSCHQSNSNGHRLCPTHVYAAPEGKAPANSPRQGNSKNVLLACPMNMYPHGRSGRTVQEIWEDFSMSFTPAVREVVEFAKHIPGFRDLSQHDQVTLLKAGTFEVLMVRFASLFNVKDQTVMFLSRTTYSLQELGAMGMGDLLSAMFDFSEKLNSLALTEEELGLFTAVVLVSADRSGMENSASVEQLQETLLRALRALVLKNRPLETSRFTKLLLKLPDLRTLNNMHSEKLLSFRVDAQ
# GC-A act: GC-A stimulated cGMP production enhancers – HEK293 GC-A cells, cGMP TR-FRET, EC30 ANP, primary screen; AID 1671463, 2021; 370,000 tested, 0.14% active; 0% at EC30 ANP, 100% saturating ANP; activation, % at 10 µM; in the data active = activation above about 40%
# SMARCA2 act: SMARCA2 (BRM) function activators, primary screen, cell-based, luminescence, high throughput | MG213 cells, MMTV-luciferase reporter, dexamethasone, overnight | activation, % at 9.1 µM | 370,000 tested, 1% active | AID 652017, 2013; in the data active = activation above about 7.8%;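 also: 0% = vehicle wells and 100% = reference activator wells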
# ASAP1 GAP inh: inhibitors of human ASAP1 ArfGAP activity, primary screen, biochemical, fluorescence polarization | Arf-GAP with SH3 domain, ANK repeat and PH domain-containing protein 1 (Homo sapiens), … | ASAP1-stimulated ARF1 GTP hydrolysis, GDP FP detection | inhibition, % at 16.5 µM | 360,000 tested, 0.19% active | AID 624377, 2012; in the data active = inhibition above about 25%;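 also: 0% = vehicle with enzyme and substrate and 100% = no enzyme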
# HTRA1 inh: HTRA1 serine protease inhibitors, primary screen, biochemical, fluorescence polarization, HTS | Q92743 | recombinant HTRA1, FP-rhodamine activity-based probe | inhibition, % at 5.96 µM | 340,000 tested, 0.5% active | AID 504803, 2011; in the data active = inhibition above about 36%;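 also: 0% = enzyme with DMSO and 100% = wells lacking enzyme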
# mABHD4 FP: ABHD4 inhibitors, primary screen, biochemical, fluorescence polarization, mouse; (Lyso)-N-acylphosphatidylethanolamine lipase (Mus musculus), Q8VD66; purified mABHD4, FP-Rh probe fluorescence polarization; inhibition, % at 8.92 µM; 370,000 tested, 0.54% active; AID 720543, 2013;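 active = inhibition exceeding the mean over every tested compound plus 3 SD, cut at about 30% in these data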;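 also: 0% = plate median of compound wells and 100% = S159A mutant with DMSO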
# Target sequence (Q8VD66 whole entry, looked up): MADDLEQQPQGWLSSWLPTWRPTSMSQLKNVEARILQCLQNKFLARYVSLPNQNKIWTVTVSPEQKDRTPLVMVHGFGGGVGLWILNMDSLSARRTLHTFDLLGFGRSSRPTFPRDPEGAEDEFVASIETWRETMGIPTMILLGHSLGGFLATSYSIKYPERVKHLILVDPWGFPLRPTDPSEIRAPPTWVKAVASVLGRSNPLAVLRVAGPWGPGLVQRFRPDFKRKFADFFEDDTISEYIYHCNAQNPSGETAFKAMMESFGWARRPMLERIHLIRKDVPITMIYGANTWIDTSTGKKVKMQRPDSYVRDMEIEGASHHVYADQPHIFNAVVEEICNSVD
#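 assay system = mABHD4 protein | compound dosing = single nominal dose of 8.92 µM, 0.89% DMSO final | read-out basis = percent inhibition of probe binding, normalized to plate controls | schedule = Enzyme–compound pre-incubation 45 min, then probe 60 min, both 25 °C | detection = fluorescence polarization, excitation 525 nm, emission 598 nm, BODIPY TMR filters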
# * = called active by the depositor; . = no result given; & = joins results of further samples.
SMILES,PG9 Ab binder,rCAG binder,ARFGAP1 inh,GC-B act,Rev-erbA mod,GC-A act,SMARCA2 act,ASAP1 GAP inh,HTRA1 inh,mABHD4 FP
Cc1ccc(C2(C)NC(=O)N(CC(=O)Nc3ccc(Cl)c(S(=O)(=O)N4CCCCC4)c3)C2=O)cc1 (configuration not stated),-0.2,14,11,4,-1,1,-2,14,-57,-28
O=C(CCCOc1ccc(Cl)cc1Cl)Nc1cccnc1,-0.8,0,-5,-4,2,22,-1,4,-9,-3
Oc1c(I)cc(Cl)c2cccnc12,-2.6,7,-2,-2,-6&-17,3,-1,-8,54*,27
CCOC(=O)c1[nH]c(C)c(C(=O)OCC(=O)NCc2ccc(Cl)cc2)c1C,-1.4,3,-10,-3,-4,0,-4,-1,-2,5
Cc1ccc(C)c(NC(=O)CSc2nnc(CCCCCNC(=O)OC(C)(C)C)o2)c1,-1.3,-8,14,3,-4,-2,-8,5,3,-14
Cc1ccc(/C=C2/NC(=O)N(Cc3ccc(Br)cc3)C2=O)o1,-0.4,19,3,49*,-3,3,4,4,4,16
COc1ccccc1Nc1c([N+](=O)[O-])cncc1[N+](=O)[O-],-1.9,3,7,1,-4,-2,-3,2,-2,1
O=C(NCC1CCCO1)c1ccc(COc2ccc(Cl)cc2)cc1 (configuration not stated),0.1,-8,-2,-1,2,24,-2,4,-1,-6
O=c1c2cc(F)ccc2[nH]c(=S)n1CCCN1CCOCC1,-2.4,0,8,-3,5,2,-1,8,2,-1
O=C(COC(=O)/C=C/c1cccc(F)c1)Nc1ccc2[nH]c(=O)[nH]c2c1,-0.9,0,10,-4,-1,1,-1,1,4,-7
CCOC(=O)[C@]12CCC=C1N(Cc1cccc3ccccc13)C(=O)[C@H](CC(=O)N1CCN(C(=O)c3ccco3)CC1)C2,0.8,11,-1,3,-5,-5,0,11,.,-14
O=C(c1ccccc1)N1CCCC(C(=O)N2CCCCC2)C1 (configuration not stated),-1.2,0,-1,-2,-3,-1,1,-7,2,-2
CCCCOc1ccc(-c2cc(C(=O)NNC(=S)NCC)c3ccccc3n2)cc1,.,.,.,2,6,3,.,.,-3,.
S=c1[nH]ncc2ccccc12,0.0,-2,1,2,4,0,2,-1,-5,0
CC(C)CC(N)c1csc(NC(=O)Nc2ccccc2Cc2ccccc2)n1 (configuration not stated),-0.6,21,5,6,4,-6,-6,4,.,-1
CC(C)OCCCNC(=O)C1CCC(=O)N1C1CCCC1 (configuration not stated),0.0,-2,7,-5,-1,0,-2,5,-4,-3
Cc1noc(C)c1CN1C(=O)c2ccc([N+](=O)[O-])cc2C1=O,-1.0,-4,4,3,0,-4,-1,10,7,4
Cc1cc2c(cc1C)-n1nnnc1C(N(C)CCc1ccccc1)C(=O)N2 (configuration not stated),1.6,3,-8,0,18,-4,-1,-11,.,-3
COc1ccc(C(=O)OCC(=O)NCCCc2ccccc2)c(OC)c1,1.6,-8,-9,3,-1,5,-3,9,5,-8
CCCCC(=O)N=c1sc2c(OC)ccc(OC)c2n1C,-0.5,1,4,-1,23*,-2,2,-9,-6,-4
Cc1nc2ccn(Cc3ccccc3)c(=O)c2cc1C(=O)N1CCN(c2ccccc2)CC1,-0.8,0,6,6,1,-3,-5,3,2,1
CC(OC(=O)C1CCC1)C(=O)Nc1cc(Cl)cc(Cl)c1 (configuration not stated),0.1,-3,-4,-4,3,0,-4,1,-17,9
COC(=O)Cc1c(C)nc2nc(-c3ccccc3)[nH]n2c1=O,-2.2,2,-3,2,-1,2,2,2,-7,-5
Cc1cc(N2CCN(c3ccccc3)CC2)n2nnnc2n1,0.2,3,0,-3,2,-10,0,-10,5,-4
CC(NC(=O)c1ccccc1N)c1ccccc1 (configuration not stated),3.4,0,-14,2,-5,-1,-5,-6,8,2
O=c1oc(-c2ccccc2Br)nc2ccccc12,2.0,0,-4,-3,2,1,-4,1,-60,-3
CCOCCn1[nH]c2ccccc2c1=O,-0.5,-1,0,7,-5,0,0,4,-7,-2
O=C(CSc1ccc2nnc(CCNC(=O)c3ccccc3)n2n1)NCc1ccco1,-1.1,4,2,-4,0,2,-2,3,-4,6
Cc1cccc(OCC(=O)NCc2ccncc2)c1C,-1.0,0,-6,0,-9,15,-2,-6,4,2
COc1ccc(C(C)=O)cc1CN1C(=O)NC2(CCCC2)C1=O,1.1,-1,-3,-3,5,2,0,-2,4,4
COc1ccc(Cn2c(CCC(=O)NCc3ccco3)nc3cccnc32)cc1,1.0,2,9,14,6,9,0,4,6,4
CCCCCCc1cc2cc(/C(N)=N/NC(=O)c3ccncc3)c(=O)oc2cc1O,-3.3,-1,10,-7,0,3,4,1,6,1
CC1(C)CC(=O)C(C(C2=C(O)CC(C)(C)CC2=O)c2cccc(O)c2)C(=O)C1 (configuration not stated),-0.4,0,-2,2,-3,1,-2,-7,0,6
O=C(COC(=O)c1ccc(Cl)cc1O)NCCN1C(=O)CSC1=O,1.1,1,-5,2,2,0,0,3,0,0
CCN(CC)c1ccc(/C=N/NC(=O)OC(C)(C)C)cc1,-3.2,-6,-11,-6,1,-2,4,5,-2,3
N#CC[C@H](Cc1ccccc1)N1CC[C@@H](NC(=O)OCc2ccccc2)CCC1=O,1.9,6,-10,1,-3,-1,0,8,-6,-4

# Sorted by heavy-atom count (rising): some entries from above.
SMILES,PG9 Ab binder,rCAG binder,ARFGAP1 inh,GC-B act,Rev-erbA mod,GC-A act,SMARCA2 act,ASAP1 GAP inh,HTRA1 inh,mABHD4 FP
CCOCCn1[nH]c2ccccc2c1=O,-0.5,-1,0,7,-5,0,0,4,-7,-2
O=c1oc(-c2ccccc2Br)nc2ccccc12,2.0,0,-4,-3,2,1,-4,1,-60,-3
Cc1cccc(OCC(=O)NCc2ccncc2)c1C,-1.0,0,-6,0,-9,15,-2,-6,4,2
CCCCC(=O)N=c1sc2c(OC)ccc(OC)c2n1C,-0.5,1,4,-1,23*,-2,2,-9,-6,-4
Cc1cc(N2CCN(c3ccccc3)CC2)n2nnnc2n1,0.2,3,0,-3,2,-10,0,-10,5,-4
COc1ccc(C(C)=O)cc1CN1C(=O)NC2(CCCC2)C1=O,1.1,-1,-3,-3,5,2,0,-2,4,4
O=C(COC(=O)c1ccc(Cl)cc1O)NCCN1C(=O)CSC1=O,1.1,1,-5,2,2,0,0,3,0,0
CC1(C)CC(=O)C(C(C2=C(O)CC(C)(C)CC2=O)c2cccc(O)c2)C(=O)C1 (configuration not stated),-0.4,0,-2,2,-3,1,-2,-7,0,6
COc1ccc(Cn2c(CCC(=O)NCc3ccco3)nc3cccnc32)cc1,1.0,2,9,14,6,9,0,4,6,4
N#CC[C@H](Cc1ccccc1)N1CC[C@@H](NC(=O)OCc2ccccc2)CCC1=O,1.9,6,-10,1,-3,-1,0,8,-6,-4
O=C(CSc1ccc2nnc(CCNC(=O)c3ccccc3)n2n1)NCc1ccco1,-1.1,4,2,-4,0,2,-2,3,-4,6
Cc1nc2ccn(Cc3ccccc3)c(=O)c2cc1C(=O)N1CCN(c2ccccc2)CC1,-0.8,0,6,6,1,-3,-5,3,2,1

# (continued)
SMILES,PG9 Ab binder,rCAG binder,ARFGAP1 inh,GC-B act,Rev-erbA mod,GC-A act,SMARCA2 act,ASAP1 GAP inh,HTRA1 inh,mABHD4 FP
Cc1[nH]nc2c1C(c1ccc(Br)cc1)NC2=O (configuration not stated),1.4,2,3,6,2,6,-4,13,.,8
COc1cc(C)c(S(=O)(=O)n2c([N+](=O)[O-])cnc2C)cc1C,-1.4,-1,2,0,-2,-3,-1,-3,4,2
CCN(CCNC(=O)C1CCN(c2nnc(-n3cccc3)s2)CC1)c1ccccc1,-0.1,5,3,-6,-4,8,-2,8,1,6
CCOC(=O)Cc1csc(N/N=C\c2ccccc2OC)n1,-1.8,5,-10,-1,2,26,0,-9,-8,7
CC(=O)NNC(=O)CSc1nnc(-c2ccccc2)c(-c2ccccc2)n1,-1.2,18,-24,-2,-3,-1,-1,-20,2,27
CCCCC[C@H](C)N1C[C@H](COCc2ccccc2)Oc2cc(N3CCC[C@H]3COC)ccc2S1(=O)=O,-1.8,3,4,2,-1,-5,-1,8,.,3
N#CCc1ccc(NC(=O)c2ccccc2C(=O)Nc2ccc(CC#N)cc2)cc1,-1.3,1,-1,0,4,1,0,5,-3,1
CCCOc1ccc(F)cc1-c1cc(C(=O)Nc2cc(OC)ccc2OC)[nH]n1,8.2,2,-4,2,0,-5,-3,7,.,5
Cc1ccc(S(=O)(=O)NCCC(=O)N2CCOCC2)cc1C,3.9,0,2,2,4,2,-2,-13,-2,8
CCCC[C@H](C(=O)N(C)c1cccc(OC)c1)[C@@H](O)c1ccc2ccccc2c1,.,2,.,-5,4,-7,-3,.,.,-10
Cc1onc(-c2c(F)cccc2Cl)c1C(=O)O/N=C(\N)c1ccc([N+](=O)[O-])o1,-0.4,-2,1,-6,-4,0,-2,-2,-1,0
CC(=O)NCCOc1c(C)cc(S(N)(=O)=O)cc1C,0.6,0,-1,10,4,7,-1,-4,-2,-8
COCCNc1nc(C)cc(-c2cc(-c3ccc(Cl)cc3)on2)n1,0.4,2,-12,-7,-6,6,1,-13,-8,-1
Cc1ccc(CN2C(=O)CCC2C(=O)NCCCN2CCCCC2C)cc1 (configuration not stated),0.8,1,-7,5,-5,-2,0,-7,0,-2
COc1ccc(-c2csc3ncnc(N4CCN(S(=O)(=O)c5ccc(Cl)s5)CC4)c23)cc1,0.1,8,-5,-4,2,-7,-3,-2,-35,-4
CCc1c(C)c(C#N)c2nc3ccccc3n2c1NC,-3.5,-1,2,1,-3,1,5,-5,-2,-3
O=C(N[C@@H](c1ccccc1)[C@@H]1C[C@H]1C(=O)O)OCc1ccccc1,1.6,-2,-8,4,2,0,0,6,2,-1
CSc1cccc(CNC(=O)C2CCC(=O)N(Cc3cccc(C(F)(F)F)c3)C2)c1 (configuration not stated),-1.4,-3,11,1,-5,0,3,6,-7,-2

# Another view of part of the listing above.
smiles | PG9 Ab binder | rCAG binder | ARFGAP1 inh | GC-B act | Rev-erbA mod | GC-A act | SMARCA2 act | ASAP1 GAP inh | HTRA1 inh | mABHD4 FP
O=C(N[C@@H](c1ccccc1)[C@@H]1C[C@H]1C(=O)O)OCc1ccccc1 | 1.6 | -2 | -8 | 4 | 2 | 0 | 0 | 6 | 2 | -1
CSc1cccc(CNC(=O)C2CCC(=O)N(Cc3cccc(C(F)(F)F)c3)C2)c1 (configuration not stated) | -1.4 | -3 | 11 | 1 | -5 | 0 | 3 | 6 | -7 | -2

# Screens from PubChem BioAssay.
